HePTP inh: human HePTP phosphatase inhibition | inhibition, % at 20 µM | P35236 | 0.64% of 110,000 active | recombinant HePTP phosphatase activity, OD absorbance; in the data active = inhibition above about 50%;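 also: plate controls were vehicle for no effect and reference inhibitor for full effect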
BAP1 block: inhibitors of human BAP1 deubiquitinase. AID 436. recombinant BAP1, Ub-AMC hydrolysis fluorescence kinetic; stronger effect = lower value. 0.48% of 72,000 active. Q92560. activity remaining (% of control), % at 20 µM;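 active = activity remaining at or below 50% of control, provided the compound also passes the data quality filters; inactive = the rest, including low values that fail the filters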;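 also: 100% = DMSO wells rate and 0% = substrate alone blank rate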
Target sequence (Q92560 whole entry, looked up): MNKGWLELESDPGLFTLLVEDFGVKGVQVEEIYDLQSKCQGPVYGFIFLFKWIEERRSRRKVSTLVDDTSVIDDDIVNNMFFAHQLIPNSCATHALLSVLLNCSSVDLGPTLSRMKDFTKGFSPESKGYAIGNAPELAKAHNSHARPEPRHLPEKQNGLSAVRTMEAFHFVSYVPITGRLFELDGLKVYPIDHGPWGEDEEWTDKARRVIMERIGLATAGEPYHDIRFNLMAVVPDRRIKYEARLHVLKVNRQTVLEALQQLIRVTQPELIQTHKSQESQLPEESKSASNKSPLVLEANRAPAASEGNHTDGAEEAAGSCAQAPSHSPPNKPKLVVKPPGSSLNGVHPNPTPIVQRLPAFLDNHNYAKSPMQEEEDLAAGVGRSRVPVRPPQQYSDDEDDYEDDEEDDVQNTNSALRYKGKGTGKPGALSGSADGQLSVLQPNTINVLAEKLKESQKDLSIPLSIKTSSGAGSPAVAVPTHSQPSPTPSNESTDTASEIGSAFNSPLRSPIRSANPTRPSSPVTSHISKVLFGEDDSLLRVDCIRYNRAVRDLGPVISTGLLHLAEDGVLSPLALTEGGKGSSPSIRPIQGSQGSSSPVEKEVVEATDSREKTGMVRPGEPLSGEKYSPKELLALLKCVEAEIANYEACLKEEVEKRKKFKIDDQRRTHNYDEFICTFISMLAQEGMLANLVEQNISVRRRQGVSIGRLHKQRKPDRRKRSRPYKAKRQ
* hit, by the source's call.

Start of the data: the first five records (preview)
`CCOC(=O)c1c(NC(=O)c2ccccc2F)sc(C(=O)Nc2ccc3c(c2)OCO3)c1C` gave HePTP inh -3 and BAP1 block 80.
`Cc1ccc(OCC(=O)NNC(=O)c2cccc(O)c2)c(C)c1` gave HePTP inh -7.
For O=C(CNC(=O)Cn1ccc2ccccc2c1=O)NCCCN1CCN(c2cccc(Cl)c2)CC1 the results were HePTP inh 5.
`CCOC(=O)c1sc(=S)n(-c2cccc(OC)c2)c1N` gave HePTP inh 0 and BAP1 block 74.
`Cc1n[nH]c(=O)nc1NCC1CCCO1` (stereo not drawn) gave HePTP inh 5 and BAP1 block 69.

All compounds of this part, from the first entry:
`CCOC(=O)c1c(NC(=O)c2ccccc2F)sc(C(=O)Nc2ccc3c(c2)OCO3)c1C` gave HePTP inh -3 and BAP1 block 80.
`Cc1ccc(OCC(=O)NNC(=O)c2cccc(O)c2)c(C)c1` gave HePTP inh -7.
For O=C(CNC(=O)Cn1ccc2ccccc2c1=O)NCCCN1CCN(c2cccc(Cl)c2)CC1 the results were HePTP inh 5.
`CCOC(=O)c1sc(=S)n(-c2cccc(OC)c2)c1N` gave HePTP inh 0 and BAP1 block 74.
`Cc1n[nH]c(=O)nc1NCC1CCCO1` (stereo not drawn) gave HePTP inh 5 and BAP1 block 69.
For COC(=O)c1c(C)[nH]c(C(=O)C(C)Sc2nnc(-c3cc(OC)c(OC)c(OC)c3)o2)c1C (stereo not drawn) the results were HePTP inh -2 and BAP1 block 84.
`NC(Cc1cccc(-c2ccccc2CP(=O)(O)O)c1)C(=O)O` (stereo not drawn) gave BAP1 block 101.
Screening Cc1cc(N2CCC(C)CC2)n2ncc(-c3ccccc3)c2n1 returned HePTP inh -1.
`CCc1c(C)n([O-])c2c([n+]1=O)CCCCC2` gave HePTP inh 4 and BAP1 block 100.
Screening Cc1ccc(SCCC(=O)NCC2CCCO2)cc1 (stereo not drawn) returned HePTP inh -2 and BAP1 block 109.
For CN1C(=O)N(C)C2C1N(CN1CCCCC1)C(=O)N2CN1CCCCC1 (stereo not drawn) the results were HePTP inh -2.
For CCOC(=O)/C(=N/O)C1=NC(C)(C)Cc2cc(OC)c(OC)cc21 the results were HePTP inh 7.
For Cc1cccc(N2CCN(C(=O)c3ccc(Cl)c(Cl)c3)CC2)c1C the results were HePTP inh -4.
For COc1ccccc1Cc1noc(COc2ccc(Cl)cc2)n1 the results were HePTP inh 4.
Screening O=C1OCCC1Sc1nc2cc(Cl)ccc2s1 (stereo not drawn) returned HePTP inh -2 and BAP1 block 98.
Screening Cc1cccc(C(=O)Nc2sc3c(c2C(=O)N(C)C)CCCCC3)c1 returned HePTP inh 2.
`Cc1ccc(C(=O)Nc2ccc(Cl)cc2C)cc1` gave HePTP inh 3.
`O=C(CSc1nnc(Cn2c(=O)sc3ccccc32)n1-c1ccccc1)NCC1CCCO1` (stereo not drawn) gave HePTP inh 11 and BAP1 block 94.
`COc1ccccc1NC(=O)c1cc(-c2ccccc2C)nc2ccccc12` gave HePTP inh 6.
Cc1c(Cl)cccc1NC(=O)CSc1nnc(C)n1-c1ccccc1 was read as HePTP inh 4 and BAP1 block 109.
O=C(O)c1cc(S(=O)(=O)NCC2CCCO2)ccc1Cl (stereo not drawn) was read as HePTP inh -2 and BAP1 block 97.
CCS(=O)(=O)N1CCN(C(=O)c2cc(OC)cc(OC)c2)CC1 was read as HePTP inh 3 and BAP1 block 88.
Screening CCc1nnc(NC(=O)Cc2ccc(OCc3c(C)noc3C)cc2)s1 returned HePTP inh 3 and BAP1 block 100.
CC(=O)N1c2c(cc(Br)cc2S(=O)(=O)N2CCN(c3ccccn3)CC2)CC1C (stereo not drawn) was read as HePTP inh 2 and BAP1 block 98.
`[Li+]` gave BAP1 block 92.
Screening COCCCNc1nc2c([nH]1)c(=O)[nH]c(=O)n2C returned HePTP inh 7 and BAP1 block 90.
For COc1ccc(OC)c(CC(NC(C)=O)C(=O)NC2CCN(c3nc(C)cc(C)c3C#N)CC2)c1 (stereo not drawn) the results were HePTP inh -6 and BAP1 block 94.
COc1ccc(-c2nc3cc(NC(=S)NC(=O)c4ccc(Cl)cc4)ccc3o2)cc1OC was read as HePTP inh 3.
O=C(CSCc1cnn(-c2ccccc2)c1-n1cccc1)NCc1ccc2c(c1)OCO2 was read as HePTP inh 5 and BAP1 block 69.
`NC(=O)c1ccccc1N=Cc1cccc2ccccc12` gave HePTP inh 7.
`Cc1nc(NCC2CCCO2)[nH]c(=O)c1CCC(C)C` (stereo not drawn) gave HePTP inh -5 and BAP1 block 93.
Screening Cc1oc(-c2ccccc2F)nc1CN1CCC(C(=O)NCCC2=CCCCC2)CC1 returned HePTP inh 0 and BAP1 block 116.
Screening CCOc1cccc2c1OC1(C)CC2NC(=O)N1c1ccc(OC)cc1 (stereo not drawn) returned HePTP inh 7.
`CCOC(=O)c1ccc(N2C(=O)CC(NC3CCN(C(=O)c4ccc(F)cc4)CC3)C2=O)cc1` (stereo not drawn) gave HePTP inh -6 and BAP1 block 125.
CC(=O)c1sc(NC(=O)C2COc3ccccc3O2)nc1C (stereo not drawn) was read as HePTP inh 7 and BAP1 block 89.
For CN1C(=O)NC(c2ccccc2)C2=C1CN(c1cccc(C(F)(F)F)c1)C2=O (stereo not drawn) the results were HePTP inh 6.
CC(C)CNC(=O)c1noc2c1CCCC2 was read as HePTP inh 11 and BAP1 block 93.
`CCC(C(=O)Nc1sc2c(c1C(=O)OC)CCC(C)C2)c1ccccc1` (stereo not drawn) gave HePTP inh 11.
Cc1ccccc1/C=N/N=C1\NC(=O)C(Cc2cccc([N+](=O)[O-])c2)S1 (stereo not drawn) was read as HePTP inh -4.
Cc1cccc(C(=O)N2CCN(c3cc(C)c(C#N)c4nc5ccccc5n34)CC2)c1 was read as HePTP inh 4.
Screening CN(C)S(=O)(=O)c1cccc(COC(=O)C2=COCCO2)c1 returned HePTP inh 6 and BAP1 block 96.
Screening COc1ccc(C2=NOC(C(=O)NCc3ccco3)C2)cc1OC (stereo not drawn) returned HePTP inh 7 and BAP1 block 83.
Screening Cc1cc(C)cc(NC(=O)CCn2ccnc2C)c1 returned HePTP inh 7 and BAP1 block 109.
`O=C(O)CCCCCN1C(=O)C2C3c4ccccc4C(c4ccccc43)C2C1=O` (stereo not drawn) gave HePTP inh -10.
O=C1C2CC=C(Cl)CC2C(=O)N1c1ncn[nH]1 (stereo not drawn) was read as HePTP inh 2 and BAP1 block 97.
`CN1CCN(C(=O)C2CCCCC2C(=O)O)CC1` (stereo not drawn) gave HePTP inh 3 and BAP1 block 93.
`O=C(N=Nc1c(O)n(CN2CCCC2)c2ccccc12)c1cccnc1` gave HePTP inh 5.
`CN(C(=O)C1CCOC1)c1nnc(C2CCOC2)s1` (stereo not drawn) gave HePTP inh 0 and BAP1 block 88.
c1ccc(-c2cn(-c3ccccc3)nc2-c2ccccc2)cc1 was read as HePTP inh 2.
Screening CC1(C)NC(=O)N(CC(O)CN(c2ccccc2)S(=O)(=O)c2ccccc2)C1=O (stereo not drawn) returned HePTP inh -4.
Screening O=C1OC(Nc2ccc(Br)cn2)c2ccccc21 (stereo not drawn) returned HePTP inh 11 and BAP1 block 125.
O=C(COc1ccccc1[N+](=O)[O-])Nc1ccc(Cl)cn1 was read as HePTP inh 5.
`COc1ccccc1N1CCN(C(=O)COc2cccc3ccccc23)CC1` gave HePTP inh 2.
`O=C(Nc1ccc2c(c1)OCO2)C(=O)Nc1ccc2c(c1)OCO2` gave HePTP inh -13.
`Cc1cccc(C)c1NC(=O)C(c1ccccc1)N1CCC2(CC1)OCCO2` (stereo not drawn) gave HePTP inh -1 and BAP1 block 120.
`O=c1oc2c(CN3CCOCC3)c(O)ccc2cc1-c1nc2ccccc2[nH]1` gave HePTP inh 2.
Screening Cc1ccc(C(C)C)c(OCc2nnc3n2CCCCC3)c1 returned HePTP inh -4 and BAP1 block 83.
`CCN1CCCC1CNC(=O)C(NC(=O)C1CCC(C)CC1)C(C)C` (stereo not drawn) gave HePTP inh 0 and BAP1 block 102.
Cc1cccc(/C=C(/C#N)C(=O)Nc2cccc(Br)c2)c1 was read as HePTP inh 4.
CN(c1nc2ccccc2n2c(-c3ccco3)nnc12)S(=O)(=O)c1ccccc1 was read as HePTP inh 5 and BAP1 block 165.
For CCN1C2=NCCCN2c2cc(C)c(C)cc21 the results were HePTP inh 7 and BAP1 block 101.
For O=C(NCCc1ccccc1)/C(=C/c1ccc(-c2cccc([N+](=O)[O-])c2)o1)NC(=O)c1ccccc1 the results were HePTP inh 7.
Screening Cc1cccc(NC(=O)c2ccc(Br)o2)n1 returned HePTP inh -6.
Screening C=CCN(CC=C)C(=O)C1CCC(C(=O)N(CC=C)CC=C)CC1 (stereo not drawn) returned HePTP inh 3.
For O=C1CCCc2nc(N3CCN(c4ccccc4)CC3)ncc21 the results were HePTP inh -6 and BAP1 block 95.
For COc1ccc(C2CC(=O)C3=C(C2)Nc2ccccc2NC3c2ccccc2[N+](=O)[O-])cc1OC (stereo not drawn) the results were HePTP inh -4.
Screening O=C(C=C(Cl)Cl)c1ccc([N+](=O)[O-])cc1 returned HePTP inh 7.
COc1cc(C2/C(=C(\O)c3ccccc3)C(=O)C(=O)N2c2cccc(Cl)c2)ccc1O (stereo not drawn) was read as HePTP inh -10.
CCc1cc2ccccc2nc1SCC(=O)Nc1cc(C)on1 was read as HePTP inh -3 and BAP1 block 87.
For O=C(CSc1nn(-c2ccc(F)cc2)c(=S)s1)N1CCN(C(=O)c2ccco2)CC1 the results were HePTP inh 5 and BAP1 block 104.
`COCCCNC(=O)CCn1c(=O)c2ccccc2n(CC(=O)Nc2c(C)cccc2C)c1=O` gave HePTP inh 4 and BAP1 block 91.
Screening CCN(CC)S(=O)(=O)c1ccc(C(=O)Nc2sc3c(c2C(N)=O)CC(C)CC3)cc1 (stereo not drawn) returned BAP1 block 109.

6 neighbouring compounds already listed, quoted:
For CCN1C2=NCCCN2c2cc(C)c(C)cc21 the results were HePTP inh 7 and BAP1 block 101.
For O=C(NCCc1ccccc1)/C(=C/c1ccc(-c2cccc([N+](=O)[O-])c2)o1)NC(=O)c1ccccc1 the results were HePTP inh 7.
Screening Cc1cccc(NC(=O)c2ccc(Br)o2)n1 returned HePTP inh -6.
Screening C=CCN(CC=C)C(=O)C1CCC(C(=O)N(CC=C)CC=C)CC1 (stereo not drawn) returned HePTP inh 3.
For O=C1CCCc2nc(N3CCN(c4ccccc4)CC3)ncc21 the results were HePTP inh -6 and BAP1 block 95.
For COc1ccc(C2CC(=O)C3=C(C2)Nc2ccccc2NC3c2ccccc2[N+](=O)[O-])cc1OC (stereo not drawn) the results were HePTP inh -4.

Of the compounds above, these have a cyano group.
For COc1ccc(OC)c(CC(NC(C)=O)C(=O)NC2CCN(c3nc(C)cc(C)c3C#N)CC2)c1 (stereo not drawn) the results were HePTP inh -6 and BAP1 block 94.
Cc1cccc(C(=O)N2CCN(c3cc(C)c(C#N)c4nc5ccccc5n34)CC2)c1 was read as HePTP inh 4.
Cc1cccc(/C=C(/C#N)C(=O)Nc2cccc(Br)c2)c1 was read as HePTP inh 4.

(list continues)
`O=c1/c(=C/c2ccc([N+](=O)[O-])cc2)c2cccc3cccc1c32` gave HePTP inh 0.
`CCCCSc1nnc([C@@H](NC(=O)OC(C)(C)C)C(C)C)o1` gave HePTP inh -3 and BAP1 block 83.
Cc1ccc(NC(=O)CSc2n[nH]c(-c3ccncc3)n2)cc1 was read as HePTP inh 5 and BAP1 block 86.
Screening COc1ccc(C2CC(C(F)(F)F)n3nc(C(=O)NCc4cccs4)cc3N2)cc1 (stereo not drawn) returned BAP1 block 77.
Screening O=C1/C(=C/c2ccccc2OCc2ccc([N+](=O)[O-])cc2)SC(=S)N1c1ccccc1 returned HePTP inh 9.
COc1cc(NC(=O)c2ccccc2F)ccc1NC(=O)c1cc2ccccc2o1 was read as HePTP inh 10.
For CNC(=O)C(=O)Nc1ccc2c(c1)OCO2 the results were HePTP inh -4.
Screening CC1=C(C(=O)OC(C)C)C(c2ccc(Cl)c(Cl)c2)N2C(=O)CCSC2=N1 (stereo not drawn) returned HePTP inh 5.
For O=C(c1ccccc1F)N1CCC(N2CCCCCC2)CC1 the results were HePTP inh 6 and BAP1 block 143.
For COc1ccc(C(=O)Nc2c(C)ccc3nsnc23)cc1Br the results were HePTP inh 8.
CN(C)c1ccc(NC(=O)c2cccc3ccccc23)cc1 was read as HePTP inh 4.
Screening O=C(/C=C/c1ccc(F)cc1)Nc1ccccc1[N+](=O)[O-] returned HePTP inh 6.
Screening CSc1nc2cc(Cl)ccc2s1 returned HePTP inh 2 and BAP1 block 112.
`COc1ccc(/C=C2\N=C(c3ccccc3F)OC2=O)c(OC)c1` gave HePTP inh -11.
`O=C(Cc1ccc([N+](=O)[O-])cc1)N1N=C(c2cccnc2)CC1(O)C(F)(F)F` (stereo not drawn) gave HePTP inh 3.
CCOC(=O)N1CCN(CCC(=O)Nc2cccc(Br)c2)CC1 was read as HePTP inh 2 and BAP1 block 101.
Screening CCOC(=O)c1ccc(NC(=O)COC)cc1 returned HePTP inh 0 and BAP1 block 84.
For Cc1ccc(N2C(=O)C(Cl)=C(Nc3cccc(C)c3C)C2=O)cc1 the results were HePTP inh -3.
For COc1cc(NC(=O)CN2CCN(c3ccccc3F)CC2)cc(OC)c1 the results were HePTP inh -5 and BAP1 block 92.
`O=c1c2c3c(sc2n(CCN2CCOCC2)c(=O)n1Cc1ccco1)CCCCC3` gave HePTP inh 3 and BAP1 block 98.
